A549 viability: Nrf2 qHTS screen for inhibitors: counterscreen for cytotoxicity | actives 0.16% (n = 390,000) | A549 ARE-Fluc cells, CellTiter-Fluor viability, 18-24 h | Potency, µM (highest dose often 46 µM), inactives show top-dose activity change, negative = cytotoxicity, actives largely listed as inhibitors; further: on the % scale 0 is the no-effect control and ±100 the full control effect
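A549 ARE_Fluc cells in 5% FBS OPTI-MEM were exposed to compounds in concentration-response for 18-24 h at 37 deg C. Viability was read by CellTiter-Fluor fluorescence (Ex 405/Em 525) after 30 min, before the luciferase read.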
TGFb inhibitor: qHTS for Inhibitors of TGF-b; Potency, µM (series often up to 46.1 µM), for the others: at the top dose activity, negative = inhibition, hits mostly inhibitors; HepG2 CAGA-GFP TGF-b/SMAD3 reporter, GFP fluorescence, 18 h; TGF-beta stimulated, 500 pg/mL final; AID 588855, 2011; actives 1.2% (n = 410,000); further: on the % scale 0 is the no-effect control and ±100 the full control effect; nearly all actives have a fitted effect of over 65% in size
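Per well, imaged GFP fluorescence of HEPG2 CAGA-GFP cells gives the signal; cells get compound, then TGF-beta (500 pg/mL final), 18 h at 37 degrees C; %Activity versus -TGF-beta and +DMSO controls.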
EPAC2 antag: qHTS for Antagonist of cAMP-regulated guanine nucleotide exchange factor 2 (EPAC2): primary screen. AID 720708, 2013. Potency, µM (doses to about 114 µM), for inactives: at the highest dose activity, negative = inhibition, hits mostly inhibitors. Rap guanine nucleotide exchange factor 4 (Homo sapiens), Q8WZA2. actives 0.18% (n = 360,000). EPAC2 GEF exchange of Rap1B-BODIPY-GDP, fluorescence; further: on the % scale 0 is the no-effect control and ±100 the full control effect; nearly all actives have a fitted effect of over 45% in size; many of its hits are not listed in these tables
Target sequence (Q8WZA2 whole entry, looked up): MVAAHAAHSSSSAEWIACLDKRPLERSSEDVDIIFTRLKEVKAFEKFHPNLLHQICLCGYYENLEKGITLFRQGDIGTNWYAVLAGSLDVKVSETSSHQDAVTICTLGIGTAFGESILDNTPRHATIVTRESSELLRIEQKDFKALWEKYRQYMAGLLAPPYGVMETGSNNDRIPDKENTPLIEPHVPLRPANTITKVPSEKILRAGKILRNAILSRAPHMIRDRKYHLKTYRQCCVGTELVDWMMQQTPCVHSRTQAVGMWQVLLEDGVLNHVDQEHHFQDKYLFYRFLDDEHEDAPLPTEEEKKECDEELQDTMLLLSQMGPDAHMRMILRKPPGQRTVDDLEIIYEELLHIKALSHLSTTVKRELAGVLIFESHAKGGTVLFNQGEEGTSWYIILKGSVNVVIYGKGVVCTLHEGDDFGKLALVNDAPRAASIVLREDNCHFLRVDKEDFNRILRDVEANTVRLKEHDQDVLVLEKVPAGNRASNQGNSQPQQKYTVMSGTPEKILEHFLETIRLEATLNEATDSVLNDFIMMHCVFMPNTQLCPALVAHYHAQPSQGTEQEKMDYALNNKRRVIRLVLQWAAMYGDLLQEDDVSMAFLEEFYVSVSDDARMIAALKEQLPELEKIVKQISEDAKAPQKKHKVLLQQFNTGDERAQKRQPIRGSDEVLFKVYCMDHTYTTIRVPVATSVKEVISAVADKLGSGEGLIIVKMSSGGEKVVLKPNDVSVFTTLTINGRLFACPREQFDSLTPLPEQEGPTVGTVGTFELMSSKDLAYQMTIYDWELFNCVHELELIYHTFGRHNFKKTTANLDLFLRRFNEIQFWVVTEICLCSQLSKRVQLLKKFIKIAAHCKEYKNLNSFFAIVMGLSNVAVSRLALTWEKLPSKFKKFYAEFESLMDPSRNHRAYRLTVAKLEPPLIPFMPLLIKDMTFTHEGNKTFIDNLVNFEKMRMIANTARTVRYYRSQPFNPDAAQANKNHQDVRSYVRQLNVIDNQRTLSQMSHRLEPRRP
HepG2 tox: qHTS for Inhibitors of TGF-b: Cytotox Counterscreen; Potency, µM (series often up to 46.1 µM), for the others: top-dose activity change, negative = cytotoxicity, actives largely listed as cytotoxic; HepG2 CAGA-GFP viability, ATP luminescence, 18 h; actives 0.76% (n = 410,000); AID 588856, 2011; further: some results filed as inactive show a strong effect at the top dose
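HepG2 CAGA-GFP cells (1000/well, DMEM with 1% FBS) received compound, then TGF-beta at 500 pg/mL final, and were incubated 18 hours at 37 degrees C. Viability was read by CellTiter-Glo luminescence. Media-only wells were set as complete cell-killing and DMSO as no toxicity.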
MCF10A rereplic: A quantitative high throughput screen for small molecules that induce DNA re-replication in MCF 10a normal breast cells; MCF 10A DNA re-replication, Hoechst nuclear intensity, 48 h; Potency, µM (series often up to 46.1 µM), for the others: at the top dose activity, positive = re-replication, usual class: activators; actives 2.9% (n = 350,000); AID 624296, 2012; further: % of control where 0% means no effect; nearly all actives have a fitted effect of over 50% in size
ATXN viability: Viability Counterscreen for Primary qHTS for Inhibitors of ATXN expression. actives 0.49% (n = 400,000). S2 cells (HEK-293 line with an ATXN2-luciferase reporter) viability, CellTiter-Fluor protease fluorescence, 24 h. AID 651635, 2014. Potency, µM (highest dose often 56.7 µM), usual class: cytotoxic; further: nearly all actives have a fitted effect of over 40% in size
Nrf2 activator: qHTS of Nrf2 Activators; Potency, µM (series often up to 46.1 µM), without a hit: at the top dose activation, hits mostly activators; actives 0.31% (n = 410,000); AREc32 ARE-luciferase reporter (MCF7-derived line), luminescence, 24 h; further: % of control where 0% means no effect; nearly all actives have a fitted effect of over 65% in size
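AREc32_Fluc, 1000 cells/well, OPTI-MEM + 5% FBS, o/n 37 deg C 5% CO2; 23 nL cpd by pin tool, 24 hr; Steady-Glo 30 min RT, luminescence.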
ATXN2 expr inh: Primary qHTS for Inhibitors of ATXN expression; actives 0.72% (n = 360,000); HEK-293 ATXN2-luciferase reporter, luminescence, 24 h; Potency, µM (series often up to 57 µM), without a hit: top-dose activity change, negative = inhibition, hits mostly inhibitors; further: on the % scale 0 is the no-effect control and ±100 the full control effect; nearly all actives have a fitted effect of over 55% in size
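qHTS (up to 57 uM final) was run with 24 h compound exposure of reporter cells at 37 °C. Each well was multiplexed: SteadyGlo luminescence measured ATXN2-luciferase expression after a fluorogenic Gly-Phe-AFC viability readout (25 uM final).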
Nrf2 block: Nrf2 qHTS screen for inhibitors | A549 ARE-Fluc reporter, luciferase luminescence, 18-24 h | Potency, µM (doses to about 46 µM), for inactives: at the highest dose activity change, negative = inhibition, actives largely listed as inhibitors | actives 2.1% (n = 360,000) | AID 504444, 2011; further: on the % scale 0 is the no-effect control and ±100 the full control effect; nearly all actives have a fitted effect of over 60% in size
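Reporter: ARE-Fluc in A549. Exposure: 18-24 h, 37 °C, 5% CO2, 5% FBS OPTI-MEM. Readouts: fluorescent cytotoxicity (CellTiter-Fluor), then luminescent Nrf2 signal after BugLite.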
* hit, by the source's call; i = inactive; u = inconclusive; x = not tested or not shown; & = joins results of further samples; [ ] = another dose, or the depositor's remark. The call rests on the fitted dose curve; in most records, active means well fitted curve in the direction sought with a large enough effect; inconclusive means small, poorly fitted or top-dose-only effect, or another doubt; inactive means no such curve, though single readings can be large; an effect the other way counts as inactive or inconclusive. Potency means the concentration at half of the fitted maximal effect.

The line under a structure holds: TGFb inhibitor	A549 viability	Nrf2 activator	EPAC2 antag	ATXN2 expr inh	HepG2 tox	Nrf2 block	MCF10A rereplic	ATXN viability
(1) CC(=O)Nc1ccc(NS(=O)(=O)c2cn(C)c(=O)n(C)c2=O)cc1
→ 1%	0%	-0.1%	9%	-17%	3%	-7%	7%	i
(2) CCC(CC)C(=O)Nc1ccc(C(=O)OCc2cc(=O)n3nc(C4CC4)sc3n2)cc1
→ -14%	4%	-0.6%	x	-3%	-13%	x	x	i
(3) COc1cc(OC)c(C(=O)OCC(=O)Nc2c(C)n(C)n(-c3ccccc3)c2=O)cc1OC
→ 2%	2%	-0.2%	1%	6%	5%	10%	-4%	i
(4) CC(=O)Oc1ccc(C(=O)NCc2ccc3c(c2)OCO3)cc1
→ 47%[activator]	-6%	-0.6%	11%	x	7%	0%	0%	i
(5) Cc1cccc(C)c1NC(=O)C1c2ccccc2OCC(=O)N1C1CC1 (configuration not stated)
→ x	x	-0.7%	1%	7%	x	x	x	u
(6) CCCNS(=O)(=O)c1ccc(CCC(=O)N2CCN(c3ccc(OC)cc3)CC2)cc1
→ -9%	-13%	-0.1%	-3%	-10%	-42%	u	4%	i
(7) CSC1=NCCCN1C(=O)c1c(-c2ccccc2Cl)noc1C
→ 7%	27%	-0.4%	21%	x	-2%	1%	8%	i
(8) CC(C)(C)C1CCc2onc(C(=O)Nc3cnn(Cc4ccc(F)cc4)c3)c2C1 (configuration not stated)
→ -28%	u	-0.3%	1%	u	-54%	u	u	i
(9) O=C(/C=C/c1ccc(-c2ccccc2[N+](=O)[O-])o1)c1ccc(F)cc1
→ u	-8%	u	0%	u	11µM*	12%	-4%	u
(10) CN(C)/C(=N\S(=O)(=O)c1ccccc1)c1ccccc1
→ 12%	-1%	-0.1%	-7%	5%	10%	1%	-1%	i
(11) O=[N+]([O-])c1ccc(SNc2ccccc2)c([N+](=O)[O-])c1
→ u	-14%	0.8%	-11%	-12%	0%	-15%	27%	i
(12) COc1ccc(N2CC(NC(=O)NC(C)(C)C)CC2=O)cc1 (configuration not stated)
→ 4%	-2%	0.2%	3%	-6%	0%	-11%	4%	i
(13) O=C(Nc1ncnc2c1CCC2)C12CC3CC(CC(C3)C1)C2
→ -5%	-10%	0.2%	-2%	2%	-2%	-10%	0%	i
(14) Cc1ccc(C2=N/C(=C\c3ccc(F)cc3)C(=O)N2)cc1
→ u	-2%	4.9%	-17%	x	-35%	9%	u	i
(15) CC(CC(=O)N1CCN(c2ccccc2)CC1)S(=O)(=O)c1ccc2c(c1)NC(=O)CS2 (configuration not stated)
→ -7%	-6%	0.6%	-8%	-9%	-23%	u	u	i
(16) COc1cccc(NC(=O)CSc2c(C)cnc3c2c(=O)n(C)c(=O)n3C)c1
→ 9%	13%	u	x	21%	-5%	x	x	i
(17) COc1ccc(/C=C2\S/C(=N/S(=O)(=O)c3cccs3)NC2=O)cc1
→ 5%	-13%	-0.2%	-27%	-10%	-3%	u	-5%	i
(18) O=C1CCC(c2ccc(-n3ccnc3)cc2)=NN1
→ 8%	11%	-0.4%	10%	-1%	-13%	1%	14%&8%	i
(19) CC(Cc1ccccc1)NC(=O)C1(c2ccccc2)CCOCC1 (configuration not stated)
→ 4%	-1%	0.0%	7%	5%	1%	9%	6%	i
(20) O=C1CCC(c2ccccc2)=NN1
→ -8%	1%	0.5%	27%	-8%	-4%	18%	-1%	i

The last two compounds of the section above come first, to join the parts:
The line under a structure holds: TGFb inhibitor	A549 viability	Nrf2 activator	EPAC2 antag	ATXN2 expr inh	HepG2 tox	Nrf2 block	MCF10A rereplic	ATXN viability
(19) CC(Cc1ccccc1)NC(=O)C1(c2ccccc2)CCOCC1 (configuration not stated)
→ 4%	-1%	0.0%	7%	5%	1%	9%	6%	i
(20) O=C1CCC(c2ccccc2)=NN1
→ -8%	1%	0.5%	27%	-8%	-4%	18%	-1%	i
(21) COc1ccc(CNC(=O)CSc2c3c(nc4ccc(Cl)cc24)CCCC3)cc1
→ -32%	-3%	4.9%	x	x	-32%	10%	x	x
(22) O=C(Cn1ncc2ccsc2c1=O)N1CCN(c2ccc(Cl)cc2)CC1
→ 0%	-1%	0.7%	x	u	-21%	u	x	i
(23) COc1ccc(CCNC(=O)CSc2ccc3nnc(CCNC(=O)c4ccc(C)cc4)n3n2)cc1OC
→ 0%	-1%	-1.6%	0%	4%	0%	-2%	9%	i
(24) Cc1ccc(S(=O)(=O)N2CCC(O)(c3cccnc3)CC2)cc1
→ -9%	-1%	0.2%	-1%	-7%	-26%	9%	8%	i
(25) CN(CC1CCOCC1)C(=O)CC1C(=O)NCCN1Cc1cccc(Oc2ccccc2)c1 (configuration not stated)
→ -10%	14%	0.0%	-1%	-3%	-73%	13%	-9%	i
(26) Cc1cccc(-c2nc(C#N)c(N3CCCCCC3)o2)c1
→ -7%	4%	3.0%	-12%	85%[activator]	-16%	u	-1%	i
(27) CC1=C(C(N)=O)C(c2ccc(Cl)cc2)n2nc(CCCO)nc2N1 (configuration not stated)
→ 11%	0%	-0.9%	2%	2%	5%	7%	13%	i
(28) COc1cccc(CNC(=O)CCc2nnc(C3CCCCC3)o2)c1
→ 3%	-1%	0.4%	5%	6%	0%	2%	-2%	i
(29) COc1cc(-c2nc(CN(C)C(C)c3ccncn3)c(C)o2)ccc1F (configuration not stated)
→ -17%	1%	0.1%	2%	-23%	1%	0%	-8%	i
(30) O=C(CN(c1cccc(C(F)(F)F)c1)S(=O)(=O)c1ccccc1)Nc1cccc(Cl)c1
→ u	u	4.7%	x	u	-52%	x	x	u
(31) Cc1ccccc1-c1nnc(SCC(=O)N(C)c2c(N)n(Cc3ccccc3)c(=O)[nH]c2=O)n1C
→ -5%	-3%	0.1%	17%	-2%	5%	3%	-1%	i
(32) O=C(c1ccc(Cl)cc1)N1CCN(c2cccc3[nH]ccc23)CC1
→ 3%	1%	-1.0%	5%	11%	-17%	-8%	2%	u
(33) O=C(Cc1csc(NC(=O)c2ccccc2)n1)NO
→ 8%	-1%	17%	8%	-14%	-10%	13%	0%	u
(34) COc1cc(NC(=O)c2cccs2)c(C(=O)OCC(=O)c2cc(C)n(-c3ccccc3)c2C)cc1OC
→ u	u	-2.8%	-1%	u	3%	u	57%	i
(35) O=c1oc2ccc(Cl)cc2cc1-c1cn2c(n1)sc1ccccc12
→ -1%	6%	-0.4%	x	x	-6%	x	x	x
(36) Nc1cc(Cl)ccc1C(=O)OCC(=O)NCc1cccs1
→ -2%	-1%	6.9%	9%	x	-12%	u	-8%	u
(37) CC(C)CC(=O)CC1(O)C(=O)Nc2ccccc21 (configuration not stated)
→ 2%	2%	-0.4%	1%	-14%	-26%	-2%	-23%[9.22 µM]	i
(38) O=C(COC(=O)Cc1ccccc1F)Nc1ccc2c(c1)OCO2
→ 2%	-1%	0.3%	-11%	1%	-14%	2%	-3%	i
(39) COc1cccc(CNC(=O)Cn2nc(-c3ccc(Cl)cc3)ccc2=O)c1
→ -19%&-8%	14%&10%	3.4%&0.4%	19%	-2%&-5%	-12%&-32%	10%	-2%	i
(40) Cc1cccn2c(CNCCCOc3cccnc3)c(C(=O)N3CCOCC3)nc12
→ u	2%	0.0%	9%	-13%	-8%	-3%	1%	i

The line under a structure holds: TGFb inhibitor	A549 viability	Nrf2 activator	EPAC2 antag	ATXN2 expr inh	HepG2 tox	Nrf2 block	MCF10A rereplic	ATXN viability
(41) COc1ccc(C2C(CC(=O)O)=C(O)C(=O)N2c2ccccc2)cc1 (configuration not stated)
→ 13%	0%	0.7%	20%	30%[activator]	4%	u	0%	i
(42) CCOc1ccc(-c2cc(CCCC(=O)NCc3ccco3)no2)cc1
→ -15%	0%	-3.0%	18%	u	-23%	u	0%	i
(43) O=C1CCCN1c1ccc(S(=O)(=O)NCc2ccc(F)cc2)cc1
→ 3%	-1%	-0.2%	-11%	-11%	-2%	u	16%	i
(44) CCN(CC(=O)Nc1ccc(NC(C)=O)cc1)C(=O)CN1C(=O)NC(C)(c2ccc3ccccc3c2)C1=O (configuration not stated)
→ -9%	11%	-0.1%	-3%	-3%	-17%	4%	3%	i
(45) CCOC(=O)C1CCCN(C(=O)c2cccc(S(=O)(=O)N(C)c3ccc(OC)cc3)c2)C1 (configuration not stated)
→ -19%	-6%	-0.4%	8%	-11%	-19%	-6%	8%	i
(46) Cc1ccccc1OCC(=O)Nc1ccc2c(c1)C(=O)c1ccccc1C2=O
→ -3%	u	0.1%	6%	13%	-23%	15µM*	u	i
(47) CCCn1c(=O)c2sccc2n2c(CCCC(=O)Nc3ccc(Oc4ccccc4)cc3)nnc12
→ 18µM*	u	2.4%	x	x	-40%	u	x	x
(48) O=C(c1cc(Cl)nc2ccccc12)N1CCN(S(=O)(=O)c2ccccc2[N+](=O)[O-])CC1
→ 7%	-4%	3.2%	-3%	-1%	-5%	-6%	-5%	i
(49) COc1cccc(/C=C2\SC(=S)N(CCCC(=O)Nc3ccc(C(=O)O)cc3)C2=O)c1
→ -1%	-7%	5.0%	8%	3%	-18%	-19%	7%	i
(50) COC(=O)CSC(=S)N1C(C)CCCC1C (configuration not stated)
→ -14%	-1%	-0.9%	0%	-12%	-15%	0%	-1%	i
(51) CCCCN(CC)C(=S)Nc1ccc2nc3n(c(=O)c2c1)CCCCC3
→ -4%	11%	1.8%	3%	1%	1%	0%	20%	i
(52) CCc1ccc(/C=N/NC(=O)c2cc(C3CC3)nc3ccccc23)s1
→ -7%	u	2.1%	4%	-20%	-23%	u	7.3µM*	u
(53) O=NN(Cc1cccnc1)C(=O)NC1CCCCC1
→ 3%	x	4.9%	-3%	15%	-5%	x	x	i
(54) COc1cccc(CNC(=O)C2CCCN(S(=O)(=O)c3ccc4c(ccn4C)c3)C2)c1 (configuration not stated)
→ 5%	-1%	3.6%	x	6%	5%	x	x	i
(55) CC1CN(C(=O)N2CCC(C(=O)NCc3cccs3)CC2)c2cc(Cl)ccc2O1 (configuration not stated)
→ u	-4%	3.4%	x	x	-9%	-1%	x	x
(56) Cc1cc(C)n2c(SCc3ccc(C#N)cc3)nnc2n1
→ 3%	-2%	-0.1%	-1%	1%	11%	-26%	497%[0.0737 µM]	i

Some of the compounds tested. The share of hits here may be higher or lower than overall.
